# N-glyco inh – blocks N-linked glycosylation in D54 reporter cells | D54 ERlucT glycosylation luciferase reporter, 24 h; percent of 100 nM tunicamycin response | reporter increase, % at 12.5 µM | 0.23% of 360,000 active | AID 588692;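 active = mean luciferase reporter signal, scaled so untreated is 0 and the glycosylation-blocking control 100, at or above a set limit in every replicate; inconclusive = mean reaches the limit but not every replicate does; inactive = mean below the limit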;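 also: luciferase carries N-glycosylation sites so blocking glycosylation raises the light; 0% = median of neutral control wells and 100% = median of 100 nM tunicamycin wells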
# Granule exo inh – blocks lytic granule exocytosis; 0.66% of 360,000 active; TALL-104 LAMP-1 surface exposure, flow cytometry; cells stimulated with thapsigargin and PMA; inhibition, % at 10 µM; AID 651702;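 active = inhibition above about 55%, limit read from the data; inconclusive = no clear call, values can overlap the other calls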
# ABCB6 inh 2 – blocks the human ABCB6 transporter | Q9NP58 | K562-ABCB6 porphyrin accumulation, flow cytometry, 1 h; stronger effect = lower value | fluorescence ratio to DMSO, % at 10 µM | 0.19% of 360,000 active;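 active = fluorescence ratio to DMSO below 75%, the collection mean minus 3 SD; inconclusive = too few cells collected in the well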;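 also: signal is porphyrin accumulated inside mitochondria; 100% equals median channel fluorescence of DMSO control wells; lower ratio means ABCB6 inhibition with less porphyrin fluorescence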
# aDG glyco up – alpha-DG glycosylation activation; AID 624168; Pro5-aDG cells, alpha-DG glycosylation AlphaScreen (IIH6); 0% Pro5, 100% B10-LARGE cell signal; activation, % at 10 µM; 0.22% of 360,000 active;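 active = activation of at least 8% versus controls, or a plate z-score of at least 8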;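 also: Pro5 are CHO cells carrying HIG-tagged alpha-DG that lacks glycosylation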
# NOD2-RIPK2 inh – blocks binding of human NOD2 to RIPK2; O43353; CHO BLA complementation NOD2-RIPK2, CCF4 ratio; inhibition, % at 4.98 µM; 0.38% of 360,000 active; AID 624267; in the data active = inhibition above about 21%;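 also: 0% = vehicle only and 100% = reference blocker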
# Target sequence (O43353 whole entry, looked up): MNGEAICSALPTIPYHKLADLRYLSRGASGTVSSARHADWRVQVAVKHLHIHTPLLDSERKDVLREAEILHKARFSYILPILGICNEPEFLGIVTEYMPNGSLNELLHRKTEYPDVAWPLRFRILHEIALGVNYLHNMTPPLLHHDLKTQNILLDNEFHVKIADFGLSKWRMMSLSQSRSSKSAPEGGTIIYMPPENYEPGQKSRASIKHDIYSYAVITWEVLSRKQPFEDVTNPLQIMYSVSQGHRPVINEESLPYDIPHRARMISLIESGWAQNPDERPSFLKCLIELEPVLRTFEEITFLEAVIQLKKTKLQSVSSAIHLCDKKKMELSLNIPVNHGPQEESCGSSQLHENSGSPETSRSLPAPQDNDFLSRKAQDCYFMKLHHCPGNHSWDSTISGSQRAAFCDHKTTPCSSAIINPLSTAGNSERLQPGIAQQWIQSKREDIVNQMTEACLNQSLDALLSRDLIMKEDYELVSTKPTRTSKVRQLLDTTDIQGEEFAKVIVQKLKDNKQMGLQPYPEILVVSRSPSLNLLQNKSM
# ABHD5-PLIN5 inh – inhibitors of human ABHD5-perilipin-5 interaction; inhibition, % at 4 µM; Q00G26+Q8WTS1; Split G. princeps luciferase complementation, luminescence, 4 h; 0.78% of 360,000 active; AID 602281;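 active = inhibition above the mean inhibition across every tested compound plus 3 SD, cut at about 22% in these data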;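 also: 0% = DMSO only wells and the 100% control is not disclosed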
# TLR9-MyD88 inh – inhibitors of human TLR9-MyD88 binding | inhibition, % at 4.98 µM | Q9NR96+Q99836 | CHO BLA complementation TLR9-MyD88, CCF4 FRET ratio | 0.21% of 340,000 active;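 active = inhibition above the mean over all tested compounds plus 3 SD, cut at about 21% in these data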;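 also: 0% = DMSO only wells and 100% = clavulanate BLA inhibitor control wells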
# Vif inh – inhibitors of HIV Vif. HEK293T cells, Vif self-association by quenched fluorescence, imaging, 24 h. inhibition, % at 7.49 µM. 0.35% of 340,000 active; in the data active = inhibition above about 50%, passing the limit was not always enough; inconclusive = no clear call, values can overlap the other calls; inactive = below about 31%; also: some results filed as inactive read as strong as hits
# MC4R antagonist – human MC4R antagonism in cAMP assay. P32245. inhibition, % at 6.5 µM. 0.48% of 360,000 active. MC4R-expressing cells, MTII-stimulated cAMP, LANCE TR-FRET;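 active = inhibition above its plate's cutoff, the mean of tested wells on that plate plus 3 SD, cut at about 29% in these data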;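 also: 0% = Melanotan II alone and 100% = Melanotan II plus saturating MCL0020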
# Target sequence (P32245 whole entry, looked up): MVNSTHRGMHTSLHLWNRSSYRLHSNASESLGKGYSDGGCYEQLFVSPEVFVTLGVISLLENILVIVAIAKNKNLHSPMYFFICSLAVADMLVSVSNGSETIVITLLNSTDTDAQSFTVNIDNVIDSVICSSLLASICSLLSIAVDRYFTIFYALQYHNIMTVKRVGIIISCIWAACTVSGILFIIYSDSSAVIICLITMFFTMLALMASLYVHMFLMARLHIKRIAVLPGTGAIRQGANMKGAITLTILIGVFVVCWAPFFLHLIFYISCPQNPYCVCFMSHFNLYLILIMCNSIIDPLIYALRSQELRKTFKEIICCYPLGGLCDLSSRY
#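 Material: human MC4R-expressing U2OS cells. Probe or stimulus: Melanotan II challenge. Dosing: 6.5 µM single dose. Times: 30-min compound, 1-h challenge, 1-h detection, room temperature. Technique: TR-FRET with Eu-cAMP and labeled anti-cAMP, 671 nm. Replication: singlicate.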
# MC4R ag barr – agonists of human melanocortin 4 receptor (MC4R) beta-arrestin | AID 540308 | U2OS MC4R beta-arrestin complementation, luminescence; percent of melanotan II response, DMSO zero | 0.98% of 360,000 active | P32245 | activation, % at 8.9 µM;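 active = activation above a per-plate cutoff, the mean activation of sample wells on that plate plus 3 SD, cut at about 8% in these data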
# Active calls of the source: *; i = inactive; ? = inconclusive; . = not tested or not shown; & = joins results of further samples. Some of the compounds tested (hit frequency here may not be typical).
1	COc1ccc(NC(=O)COc2ccc(C)c(C)c2)cc1S(=O)(=O)N1CCCCC1
2	CCCNC(=O)N[C@H]1CC[C@@H](CCn2cc(-c3cccc(F)c3)nn2)O[C@@H]1CO
3	CC1(Cc2ccc(Cl)cc2)C(=O)Nc2ccc(S(=O)(=O)NC3CCCCC3)cc21 (configuration not stated)
4	CC1=C(C)CC(C(=O)NNC(=O)c2cccc(Cl)c2)C(C(=O)O)C1 (configuration not stated)
5	O=C(COC(=O)c1cccc(F)c1)NC1CC1
6	O=S1(=O)CCO[C@H]2Cc3ccccc3[C@H]2N1Cc1cccc(F)c1
7	CCO/C(C)=N/Oc1cccc(N(C)C)c1
8	C/C=C/c1ccccc1OCc1ccc(C(=O)O)o1
entry no.,1,2,3,4,5,6,7,8
N-glyco inh,-5,.,-5,3,2,5,2,-1
Granule exo inh,7,0,7,2,-2,0,-3,2
ABCB6 inh 2,94,.,105,100,104,99,97,82
aDG glyco up,0.0,-0.3,-0.1,-0.2,-0.1,0.8,0.3,0.1
NOD2-RIPK2 inh,4,-8,9,-6,-3,-8,-7,0
ABHD5-PLIN5 inh,1,6,-8,6,0,13,-3,9
TLR9-MyD88 inh,-2,.,.,1,0,7,.,-7
Vif inh,-7,.,-7,-4,-1,-2,-2,17
MC4R antagonist,9,.,16,12,17,7,.,0
MC4R ag barr,-3.7,.,1.1,0.7,2.3,0.2,.,-0.6

9	CCOC(=O)C1(C)CCCN(C(=O)c2ccc3c(c2)OCO3)C1 (configuration not stated)
10	COCCSc1nnc(NS(=O)(=O)c2ccccc2)s1
11	CC(C)CN(CC(C)C)C1=N/C(=C\c2ccco2)C(=O)N1c1ccccc1
12	CC(Oc1ccc(Br)cc1)C(=O)O/N=C(\N)c1ccncc1 (configuration not stated)
13	COC(=O)CN1C(=O)[C@H]2[C@@H](C3CC3)N3C(=O)CN(Cc4ccc(-c5ccccc5)cc4)C(=O)[C@@]3(Cc3ccccc3)[C@H]2C1=O
14	NC(=O)C1CCN(c2nc3c(S(=O)(=O)c4ccccc4)nnn3c3ccccc23)CC1
15	COc1ccccc1CN(C)CC(=O)Nc1cccc(S(=O)(=O)N2CCCC2)c1
16	COc1ccc(S(=O)(=O)N(C)C)cc1NC(=O)CSc1ncccn1
entry no.,9,10,11,12,13,14,15,16
N-glyco inh,-1,0,3,0,0,0,-1,4
Granule exo inh,1,-5,9,-5,5,-3,-5,-1
ABCB6 inh 2,98,103,123,97,95,100,103,105
aDG glyco up,0.8,-0.1,0.1,0.4,-0.1,0.2,1.0,-0.4
NOD2-RIPK2 inh,-11,7,-6,-13,-4,1,5,-5
ABHD5-PLIN5 inh,3,3,0,-10,-7,6,4,-3
TLR9-MyD88 inh,.,-4,-5,-10,-7,7,2,-4
Vif inh,-13,56*,-3,-10,-8,6,-14,30
MC4R antagonist,-1,6,8,4,11,10,15,1
MC4R ag barr,1.5,-2.8,1.0,3.2,-1.0,-2.0,-0.4,-1.1

17	COC(=O)CN(c1nc(C)c(Cl)c(OC)n1)S(=O)(=O)c1ccc(C)cc1
18	COc1ccccc1CNC(=O)[C@@H](NC(=O)C1CCN(C(=O)[C@@H]2CCCN2C(=O)OC(C)(C)C)CC1)C(C)C
19	Cc1cccc2cc3c(N)c(C(=O)N4CCc5ccccc54)sc3nc12
20	Nc1ncnc2c1ncn2[C@@H]1O[C@H](CNCc2ccc(OCC(=O)Nc3nccs3)cc2)[C@@H](O)[C@H]1O
21	O=C(COc1ccccc1Cl)Nc1cccc(S(=O)(=O)N2CCCC2)c1
22	COc1ccc(-n2c(=S)[nH]c3cc(C(=O)Nc4ccc(F)cc4)ccc3c2=O)c(OC)c1
23	CC1CC(N(C(=O)C2CC2)c2ccccc2)c2ccccc2N1C(=O)C1CC1 (configuration not stated)
24	CCc1nc2nc(C)c(NS(=O)(=O)c3ccc(Cl)cc3)c(=O)n2[nH]1
entry no.,17,18,19,20,21,22,23,24
N-glyco inh,1,-2,16,1,-2,18,-3,2
Granule exo inh,-1,2,2,0,0,-10,-1,-11
ABCB6 inh 2,100,99,i,100,91,95,96,99
aDG glyco up,0.3,-0.1,0.9,-0.3,0.0,0.2,0.7,-0.2
NOD2-RIPK2 inh,-7,1,2,3,-7,-5,-3,-8
ABHD5-PLIN5 inh,-6,-4,-6,1,-9,-8,-7,7
TLR9-MyD88 inh,-3,2,22*,-2,5,-10,-8,-1
Vif inh,-6,9,11,3,-14,-6,-13,10
MC4R antagonist,21,17,-23,9,2,7,18,-4
MC4R ag barr,1.4,-2.9,-3.2,-2.6,-1.7,-0.9,-2.9,0.3

25	Cc1cc(C(F)(F)F)nc(-n2cc(-c3cccc(N)c3)nn2)n1
26	CC/C(=N/O)C(=O)c1ccc(Br)cc1
27	Cc1ccc(C(=O)NCCNC(=O)c2ccco2)cn1
28	Cc1ccc(NC(=O)CN(C)C(=O)Cn2cc(C(F)(F)F)cc(Cl)c2=O)cc1
29	Cc1cc(NC(=O)CSc2nnc(-c3ccncc3)n2-c2ccc(F)cc2)no1
30	CCOC(=O)C1=C(COC(=O)/C=C/c2cccc([N+](=O)[O-])c2)NC(=O)NC1C (configuration not stated)
31	Cc1ccc(NC(=O)C(C)OC(=O)CCNS(=O)(=O)c2ccc(C)cc2)cc1 (configuration not stated)
32	Cc1cc(C)cc(CC(=O)N2CCC2(C)C(=O)NS(=O)(=O)Cc2ccccc2)c1 (configuration not stated)
entry no.,25,26,27,28,29,30,31,32
N-glyco inh,0,3,1,1,5,-1,2,2
Granule exo inh,2,-1,4,-4,-3,-14,1,-3
ABCB6 inh 2,100,103,97,90,91,95,98,98
aDG glyco up,0.0,1.1,-0.1,-0.1,-0.2,-0.2,-0.2,-0.1
NOD2-RIPK2 inh,0,0,-3,-6,9,-6,-4,1
ABHD5-PLIN5 inh,-1,2,0,-4,-1,0,9,-1
TLR9-MyD88 inh,-3,7,-1,5,7,-11,4,.
Vif inh,-5,-4,10,4,2,18,-6,24
MC4R antagonist,9,5,-3,4,3,3,-3,2
MC4R ag barr,-1.1,1.1,0.2,-0.8,-1.9,-2.0,1.7,-0.2

33	COc1ccc(C(=O)N(C)Cc2ccccc2F)cc1S(=O)(=O)N1CCCC1
34	O=C(O)c1ccc(-c2nc3ccccc3[nH]2)cc1
35	CC(=O)c1ccc(NC(=O)CCCN2C(=O)/C(=C/C(C)=C/c3ccccc3)SC2=S)cc1
36	Cc1nnc(SCC(=O)NNC(=O)c2ccccc2)n1N
37	O=S(=O)(Nc1nnc(C2CC2)s1)c1ccccc1
38	O=[N+]([O-])c1cc(S(=O)(=O)NCCN2CCOCC2)ccc1Cl
39	O=C(NCc1ccc(Cl)cc1)c1nccnc1CO
40	c1ccc(-c2nc(NCC3CCCO3)c3ccccc3n2)nc1 (configuration not stated)
entry no.,33,34,35,36,37,38,39,40
N-glyco inh,-1,3,-4,1,0,1,1,-2
Granule exo inh,-3,-3,4,-7,10,-9,-2,-2
ABCB6 inh 2,99,95,101,97,91,104,101,96
aDG glyco up,0.1,-0.1,-0.4,-0.1,0.0,0.1,-0.1,5.5
NOD2-RIPK2 inh,-8,3,-5,-9,-6,0,-14,-1
ABHD5-PLIN5 inh,-6,-1,-2,5,-4,3,-2,-1
TLR9-MyD88 inh,-2,-4,-5,-12,7,3,-4,-16
Vif inh,-1,-4,-1,-1,1,4,6,-11
MC4R antagonist,8,15,2,8,28,29*,3,-4
MC4R ag barr,-1.3,0.7,-0.5,-0.3,2.2,0.1,0.0,-2.4

41	COc1ccc(S(=O)(=O)N2CCCCCC2)cc1C(=O)OC(C)C(N)=O (configuration not stated)
42	CCn1c(=O)c2ccccc2n2c(SCC(=O)N3CCc4ccccc4C3)nnc12
43	CC(C)(C)n1nnnc1C(c1cccnc1)N1CCN(c2ccccn2)CC1 (configuration not stated)
44	COc1ccc(NC(=O)CN(C)S(=O)(=O)c2ccc(C)cc2)c([N+](=O)[O-])c1
45	O=S(=O)(NCCCN1CCN(c2ccccc2F)CC1)c1cccc2cccnc12
46	Cc1ccc(-c2c(C(=O)N/N=C/c3cccc(Cl)c3)nnn2-c2nonc2N)cc1
47	Cc1ccccc1-c1cnc(C(O)c2ccc(Cl)cc2)[nH]1 (configuration not stated)
48	Cc1ccc(C)c(S(=O)(=O)N2CCCC2CNC(=O)C(=O)NCc2ccccn2)c1 (configuration not stated)
entry no.,41,42,43,44,45,46,47,48
N-glyco inh,0,2,-1,0,0,3,2,2
Granule exo inh,-1,3,-4,1,-2,0,?,-2
ABCB6 inh 2,98,100,99,105,93,101,93,99
aDG glyco up,-0.1,-0.1,-0.2,-0.2,0.0,-0.5,-0.3,-0.1
NOD2-RIPK2 inh,-3,-1,-6,-12,2,14,8,2
ABHD5-PLIN5 inh,0,1,-4,0,5,-4,-11,4
TLR9-MyD88 inh,0,2,-3,0,-6,0,.,-11
Vif inh,4,1,-3,3,4,-6,-12,-3
MC4R antagonist,-9,6,-1,2,5,9,14,0
MC4R ag barr,1.9,0.1,-3.2,0.9,-0.1,2.5,-0.3,2.6

49	CN(Cc1ccccc1)CC(O)COc1ccc(CNCc2nccn2C)cc1 (configuration not stated)
50	Fc1cccc(Nc2ncnc3[nH]ncc23)c1
51	COC(=O)c1sccc1NC(=O)CC1C(=O)NCCN1C(=O)Nc1ccccc1 (configuration not stated)
52	CC(C)C(=O)Nc1c(-c2ccc(Cl)cc2)c(=O)c2ccccc2n1C
53	CCCCCn1c(=N)n(CC(O)COc2ccccc2OC)c2ccccc21 (configuration not stated)
entry no.,49,50,51,52,53
N-glyco inh,-3,-3,3,3,1&1
Granule exo inh,5,-2,-5,0,23&-3
ABCB6 inh 2,107,104,94,98,104&98
aDG glyco up,0.7,0.0,-0.1,0.1,0.7&0.1
NOD2-RIPK2 inh,0,1,-11,-2,6&8
ABHD5-PLIN5 inh,-4,-7,5,4,-1&6
TLR9-MyD88 inh,-8,5,2,-2,-3&8
Vif inh,-3,-6,7,5,-11
MC4R antagonist,21,10,1,10,-2&4
MC4R ag barr,-1.6,-0.5,0.6,-2.0,-1.6&2.6

# Assay outcomes from PubChem BioAssay.
